Screening results (PubChem BioAssay)
TcdB inh: TcdB glycohydrolase inhibitors, primary screen, biochemical, single point, plate reader; inhibition, % at 9.99 µM; Toxin B (Clostridioides difficile), P18177; 350,000 tested, 0.24% active; TcdB glycohydrolase enzymatic assay; in the data active = inhibition above about 10%
BoNT-F LC inh: BoNT/F light chain protease inhibitors, primary screen, biochemical, flow cytometry, MLPCN library | inhibition, % at 10 µM | 360,000 tested, 0.22% active | Botulinum neurotoxin type F light chain protease (Clostridium botulinum) | Multiplex microsphere protease cleavage assay; in the data active = inhibition above about 35%, passing the limit was not always enough; inconclusive = no clear call, values can overlap the other calls; note: plate controls were buffer without enzyme for full effect and enzyme alone for no effect
Yp Topo-I inh: Yersinia pestis topoisomerase I inhibitors, primary screen, biochemical, cleavage product accumulation, plate reader, single point; Y. pestis Topo-I cleavage product accumulation; activity, % at 10 µM; 360,000 tested, 0.064% active; in the data active = activity above about 50%, passing the limit was not always enough; inconclusive = no clear call, values can overlap the other calls; note: inactives centre near 2
PrPC surface inh: inhibitors of human cell surface prion protein PrPC, primary screen, cell-based, TR-FRET; 370,000 tested, 0.43% active; inhibition, % at 13.8 µM; TR-FRET read-out; Major prion protein (Homo sapiens), P04156; in the data active = inhibition above about 24%; note: 0% = median of the test wells and 100% = reference compound wells
FadD28 FP inh: inhibitors of FadD28 bisubstrate probe binding, primary screen, biochemical, fluorescence polarization, single point; Mycobacterium tuberculosis FadD28 fatty-acid-AMP ligase; inhibition, % at 12.5 µM; 360,000 tested, 0.22% active; in the data active = inhibition above about 8.5%, passing the limit was not always enough; inconclusive = no clear call, values can overlap the other calls
Anthrax LF inh2: Bacillus anthracis LF protease inhibitors, primary screen, biochemical, multiplex microsphere, MLPCN library; multiplex microsphere protease cleavage assay; inhibition, % at 10 µM; 360,000 tested, 0.12% active; note: plate controls were buffer without enzyme for full effect and enzyme alone for no effect
Target sequence (P15917 whole entry, looked up): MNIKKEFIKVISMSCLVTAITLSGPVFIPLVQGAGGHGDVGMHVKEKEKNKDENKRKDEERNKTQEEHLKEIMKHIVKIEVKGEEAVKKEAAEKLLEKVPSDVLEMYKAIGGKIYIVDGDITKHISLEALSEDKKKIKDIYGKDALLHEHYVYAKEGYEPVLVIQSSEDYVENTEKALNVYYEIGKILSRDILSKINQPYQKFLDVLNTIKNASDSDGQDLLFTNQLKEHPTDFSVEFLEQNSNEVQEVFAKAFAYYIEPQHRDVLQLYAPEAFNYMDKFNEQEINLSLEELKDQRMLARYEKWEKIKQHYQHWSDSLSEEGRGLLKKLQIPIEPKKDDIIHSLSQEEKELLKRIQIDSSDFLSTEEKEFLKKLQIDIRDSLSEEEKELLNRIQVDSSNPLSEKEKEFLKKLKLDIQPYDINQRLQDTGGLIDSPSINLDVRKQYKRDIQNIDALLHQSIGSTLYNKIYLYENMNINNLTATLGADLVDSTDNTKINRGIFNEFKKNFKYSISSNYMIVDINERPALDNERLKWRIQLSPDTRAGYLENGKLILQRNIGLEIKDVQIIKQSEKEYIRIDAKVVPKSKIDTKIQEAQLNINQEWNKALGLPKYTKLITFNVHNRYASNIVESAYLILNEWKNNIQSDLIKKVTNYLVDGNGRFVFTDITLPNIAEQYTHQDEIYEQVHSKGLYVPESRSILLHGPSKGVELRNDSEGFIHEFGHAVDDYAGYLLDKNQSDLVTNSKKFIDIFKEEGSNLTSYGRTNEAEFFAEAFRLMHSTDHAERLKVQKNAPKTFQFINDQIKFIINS
CCHFV vOTU inh: CCHFV vOTU protease inhibitors, primary screen, biochemical, Pep-AMC substrate, fluorescence; 370,000 tested, 0.55% active; inhibition, % at 11.5 µM; Crimean-Congo hemorrhagic fever virus L polyprotein viral ovarian tumor (vOTU) protease …; AID 651958, 2012; in the data active = inhibition above about 30%; note: 0% = vehicle wells with enzyme and 100% = no enzyme wells
BoNT-A LC inh2: BoNT/A light chain protease inhibitors, primary screen, biochemical, flow cytometry, MLPCN library; 360,000 tested, 0.17% active; Botulinum neurotoxin type A light chain protease (Clostridium botulinum A str. ATCC 3502); inhibition, % at 10 µM; multiplex microsphere protease substrate cleavage; note: plate controls were buffer without enzyme for full effect and enzyme alone for no effect
PfHsp40 rescue: rescue of yeast from PfHsp40 toxicity, primary screen, S. cerevisiae, ATP luminescence. S. cerevisiae expressing PfHsp40, growth rescue. growth rescue, % at 12.5 µM. 340,000 tested, 0.68% active. AID 504582, 2011; in the data active = growth rescue above about 28%, passing the limit was not always enough; inconclusive = no clear call, values can overlap the other calls;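 note: yeast W303a lacking pdr1 and pdr3 grown in galactose medium; growth measured after three days at 30 °C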
Numbers without * were called inactive. Cut-off read from the data, not from the text of the source, unless noted: active = inhibition above about 30%; inconclusive = no clear call, values can overlap the other calls; inactive = below that.

What do the screens show for `CCOC(=O)C(c1ccccc1)C(Nc1ccc(Cl)c(Cl)c1)c1ccccn1` (stereo not given)?
TcdB inh: 3.1; BoNT-F LC inh: -19; Yp Topo-I inh: 10; PrPC surface inh: 6; FadD28 FP inh: -1.3; Anthrax LF inh2: inconclusive; CCHFV vOTU inh: -12; BoNT-A LC inh2: -8.2; PfHsp40 rescue: -1.4

How did CCS(=O)(=O)Nc1ccc(C(=O)OC)cc1 do in these assays?
BoNT-F LC inh: 10; Yp Topo-I inh: 1; PrPC surface inh: 5; FadD28 FP inh: -3.7; Anthrax LF inh2: -8; CCHFV vOTU inh: 12; BoNT-A LC inh2: 1.5; PfHsp40 rescue: -0.8

How did Cc1nn(-c2ccccc2)c(C)c1C(=O)OCC(=O)N1CCN(S(=O)(=O)c2ccccc2)CC1 do in these assays?
BoNT-F LC inh: 1; Yp Topo-I inh: -3; PrPC surface inh: 3; FadD28 FP inh: -1.0; Anthrax LF inh2: -3; CCHFV vOTU inh: 3; BoNT-A LC inh2: inconclusive; PfHsp40 rescue: -0.6

How did COc1ccc2c(c1)C(NC(C)=O)C(=O)N2C (stereo not given) do in these assays?
BoNT-F LC inh: 0; Yp Topo-I inh: 3; PrPC surface inh: -8; FadD28 FP inh: -5.3; Anthrax LF inh2: -4; CCHFV vOTU inh: 8; BoNT-A LC inh2: -0.5; PfHsp40 rescue: -2.0

What do the screens show for `COC(=O)Cn1c(CN2CCC(Cc3ccccc3)CC2)nc2c1c(=O)n(C)c(=O)n2C`?
BoNT-F LC inh: -9; Yp Topo-I inh: 18; PrPC surface inh: 7; FadD28 FP inh: 2.0; Anthrax LF inh2: -3; CCHFV vOTU inh: 1; BoNT-A LC inh2: 0.5; PfHsp40 rescue: -0.1

Results for Cc1oc2c(c(C)cc3oc(=O)c(CC(=O)N[C@@H](C)C(=O)O)c(C)c32)c1C ?
TcdB inh: 0.1; BoNT-F LC inh: 26; Yp Topo-I inh: 6; PrPC surface inh: -1; FadD28 FP inh: -1.9; Anthrax LF inh2: 2; CCHFV vOTU inh: -19; BoNT-A LC inh2: 3.8; PfHsp40 rescue: 3.2

What do the screens show for `CCOC(=O)c1ccc(NC(=O)CCC(=O)NCc2ccco2)cc1`?
TcdB inh: 1.5; BoNT-F LC inh: 15; Yp Topo-I inh: 0; PrPC surface inh: 9; FadD28 FP inh: -1.8; Anthrax LF inh2: 7; CCHFV vOTU inh: 5; BoNT-A LC inh2: -1.6; PfHsp40 rescue: 1.6

What do the screens show for `COc1ccc(NC(=O)CCN2CCCCCC2)cc1`?
BoNT-F LC inh: -5; Yp Topo-I inh: -1; PrPC surface inh: -4; FadD28 FP inh: -0.7; Anthrax LF inh2: -2; CCHFV vOTU inh: 4; BoNT-A LC inh2: 2.1; PfHsp40 rescue: 0.1

How did O=[N+]([O-])c1cccc(C=NNc2ccc3ccccc3n2)c1O do in these assays?
TcdB inh: 0.8; BoNT-F LC inh: -8; Yp Topo-I inh: -14; PrPC surface inh: -5; FadD28 FP inh: -3.1; Anthrax LF inh2: -3; CCHFV vOTU inh: 3; BoNT-A LC inh2: -0.7; PfHsp40 rescue: 241*

How did Cc1cc(S(=O)(=O)N2CCCC(C(=O)Nc3ccc(C(=O)O)cc3)C2)ccc1Cl (stereo not given) do in these assays?
TcdB inh: 1.9; BoNT-F LC inh: 0; Yp Topo-I inh: -9; PrPC surface inh: 5; FadD28 FP inh: -4.4; Anthrax LF inh2: -1; CCHFV vOTU inh: 2; BoNT-A LC inh2: -0.3; PfHsp40 rescue: -1.3

Results for COC(=O)c1ccccc1NC(=O)c1sc(N)nc1C ?
BoNT-F LC inh: -3; Yp Topo-I inh: -2; PrPC surface inh: 1; FadD28 FP inh: -1.0; Anthrax LF inh2: 0; CCHFV vOTU inh: 14; BoNT-A LC inh2: -0.3; PfHsp40 rescue: -0.2

Results for CC1=NN(c2ccc(C(=O)OC(C)C)cc2)C(=O)/C1=C\C=C\c1ccco1 ?
BoNT-F LC inh: -2; Yp Topo-I inh: 6; PrPC surface inh: -3; FadD28 FP inh: -4.0; Anthrax LF inh2: -5; CCHFV vOTU inh: -4; BoNT-A LC inh2: 1.8; PfHsp40 rescue: -0.2

What do the screens show for `C/C(=N/NC(=O)c1ccc(Cl)cc1Cl)c1cccnc1`?
BoNT-F LC inh: 1; Yp Topo-I inh: -7; FadD28 FP inh: -1.8; Anthrax LF inh2: 10; BoNT-A LC inh2: -3.3; PfHsp40 rescue: -0.3

What do the screens show for `COC(=O)c1cccc(NC(=O)CC2C(=O)NCCN2C(=O)Nc2cc(C)cc(C)c2)c1` (stereo not given)?
TcdB inh: 1.3; BoNT-F LC inh: -4; Yp Topo-I inh: 17; PrPC surface inh: -3; FadD28 FP inh: -4.0; Anthrax LF inh2: -2; CCHFV vOTU inh: 5; BoNT-A LC inh2: -0.7; PfHsp40 rescue: 0.1

How did O=C(CC(c1ccccc1)c1ccccc1O)N1CCCCC1 (stereo not given) do in these assays?
TcdB inh: 0.3; BoNT-F LC inh: inconclusive; Yp Topo-I inh: 2; PrPC surface inh: -3; FadD28 FP inh: 0.2; Anthrax LF inh2: -3; CCHFV vOTU inh: 15; BoNT-A LC inh2: inconclusive; PfHsp40 rescue: -0.3

Results for Cc1ccccc1C(=O)NCC(=O)OCC(=O)NC(C)C1CC2CCC1C2 (stereo not given) ?
TcdB inh: 0.9; BoNT-F LC inh: 3; Yp Topo-I inh: 12; PrPC surface inh: 6; FadD28 FP inh: -2.3; Anthrax LF inh2: -3; CCHFV vOTU inh: 0; BoNT-A LC inh2: -1.0; PfHsp40 rescue: -1.2

How did CN(C)CCCNC(=O)c1cc(Br)ccc1Cl do in these assays?
BoNT-F LC inh: 2; Yp Topo-I inh: 2; PrPC surface inh: 2; FadD28 FP inh: 1.3; Anthrax LF inh2: -3; CCHFV vOTU inh: 2; BoNT-A LC inh2: -0.1; PfHsp40 rescue: 0.1

What do the screens show for `O=C(O)CC(NC(=O)C1CCCCC1)c1ccc(OC2CCCC2)cc1` (stereo not given)?
TcdB inh: 0.7; BoNT-F LC inh: 0; Yp Topo-I inh: 12; PrPC surface inh: 1; FadD28 FP inh: -0.8; Anthrax LF inh2: -2; CCHFV vOTU inh: -7; BoNT-A LC inh2: -0.8; PfHsp40 rescue: 1.0

What do the screens show for `Cc1cc(C)nc(N2CCCC(C(=O)NCCc3ccccc3F)C2)n1` (stereo not given)?
TcdB inh: 1.2; BoNT-F LC inh: -4; Yp Topo-I inh: -2; PrPC surface inh: 0; FadD28 FP inh: -1.7; Anthrax LF inh2: -1; CCHFV vOTU inh: 8; BoNT-A LC inh2: -0.6; PfHsp40 rescue: 0.0

What do the screens show for `COc1ccc(OC)c(/C=C/C(=O)OCC(=O)Nc2ccc3c(c2)OCCO3)c1`?
BoNT-F LC inh: 0; Yp Topo-I inh: 18; PrPC surface inh: 9; FadD28 FP inh: 1.8; Anthrax LF inh2: 2; CCHFV vOTU inh: -4; BoNT-A LC inh2: 1.0; PfHsp40 rescue: -1.2

Brought forward from above: two entries, then new ones.
What do the screens show for `Cc1cc(C)nc(N2CCCC(C(=O)NCCc3ccccc3F)C2)n1` (stereo not given)?
TcdB inh: 1.2; BoNT-F LC inh: -4; Yp Topo-I inh: -2; PrPC surface inh: 0; FadD28 FP inh: -1.7; Anthrax LF inh2: -1; CCHFV vOTU inh: 8; BoNT-A LC inh2: -0.6; PfHsp40 rescue: 0.0

What do the screens show for `COc1ccc(OC)c(/C=C/C(=O)OCC(=O)Nc2ccc3c(c2)OCCO3)c1`?
BoNT-F LC inh: 0; Yp Topo-I inh: 18; PrPC surface inh: 9; FadD28 FP inh: 1.8; Anthrax LF inh2: 2; CCHFV vOTU inh: -4; BoNT-A LC inh2: 1.0; PfHsp40 rescue: -1.2

Results for Cc1cccc(N(CC(N)=O)C2SC(=O)N(c3ccccc3)C2=O)c1 (stereo not given) ?
BoNT-F LC inh: 8; Yp Topo-I inh: -5; PrPC surface inh: -3; FadD28 FP inh: -4.1; Anthrax LF inh2: 2; CCHFV vOTU inh: -1; BoNT-A LC inh2: -0.1; PfHsp40 rescue: 0.7

What do the screens show for `Cc1cccc2c1cnn2C(=O)Nc1ccccc1Cl`?
TcdB inh: 2.3; BoNT-F LC inh: -1; Yp Topo-I inh: -3; PrPC surface inh: 2; FadD28 FP inh: -2.7; Anthrax LF inh2: 9; CCHFV vOTU inh: 3; BoNT-A LC inh2: -2.3; PfHsp40 rescue: -1.4

Results for O=C(NC(=S)N1CCCCC1)c1csc([N+](=O)[O-])c1 ?
TcdB inh: -0.5; BoNT-F LC inh: inconclusive; Yp Topo-I inh: 0; PrPC surface inh: -15; FadD28 FP inh: -1.6; Anthrax LF inh2: -3; CCHFV vOTU inh: -3; BoNT-A LC inh2: -0.5; PfHsp40 rescue: 0.7

How did CCOCCCNC(=O)NC(=O)CN1CCN(S(=O)(=O)c2ccc3c(c2)OCCO3)CC1 do in these assays?
TcdB inh: -0.3; BoNT-F LC inh: 6; Yp Topo-I inh: 2; PrPC surface inh: -4; FadD28 FP inh: -2.4; Anthrax LF inh2: -6; CCHFV vOTU inh: -5; BoNT-A LC inh2: 0.3; PfHsp40 rescue: -0.5

How did CC(C)OCCCNc1nc2c(cnn2C)c(=O)[nH]1 do in these assays?
TcdB inh: 1.1; BoNT-F LC inh: -8; Yp Topo-I inh: 0; PrPC surface inh: 3; FadD28 FP inh: 0.3; Anthrax LF inh2: -4; CCHFV vOTU inh: -3; BoNT-A LC inh2: -0.2; PfHsp40 rescue: 0.6

Results for COc1ccccc1N1CC(C)(C)C(=O)N(C(=O)c2ccc(Cl)cc2)C1=S ?
TcdB inh: 1.2; BoNT-F LC inh: -18; Yp Topo-I inh: 6; PrPC surface inh: 5; FadD28 FP inh: -4.9; Anthrax LF inh2: -5; CCHFV vOTU inh: -7; BoNT-A LC inh2: -1.1; PfHsp40 rescue: 0.2

How did O=C(C[C@H]1C/C=C\CC[C@H](Cc2ccc(F)cc2)C(=O)OCCNC1=O)NCCO do in these assays?
TcdB inh: 1.2; BoNT-F LC inh: 0; Yp Topo-I inh: 4; PrPC surface inh: 6; FadD28 FP inh: -1.4; Anthrax LF inh2: -2; CCHFV vOTU inh: 9; BoNT-A LC inh2: -0.3; PfHsp40 rescue: -0.2

Results for COc1ccc(C(=O)NCC(=O)OCC(=O)NC2CCCCCC2)cc1OC ?
TcdB inh: 1.4; BoNT-F LC inh: 7; Yp Topo-I inh: 5; PrPC surface inh: -1; FadD28 FP inh: -3.6; Anthrax LF inh2: 3; CCHFV vOTU inh: -9; BoNT-A LC inh2: 0.6; PfHsp40 rescue: -1.3

How did CC(=O)Nc1ccc(NC(=O)N2CCCCC2)cc1 do in these assays?
BoNT-F LC inh: -2; Yp Topo-I inh: 4; PrPC surface inh: 6; FadD28 FP inh: -2.2; Anthrax LF inh2: -3; CCHFV vOTU inh: 11; BoNT-A LC inh2: -0.5; PfHsp40 rescue: -0.5

How did CC(C)Sc1nc(SCC(=O)O)c2c3c(sc2n1)COC(C)(C)C3 do in these assays?
TcdB inh: 1.0; BoNT-F LC inh: -4; Yp Topo-I inh: 10; PrPC surface inh: 4; FadD28 FP inh: -1.7; Anthrax LF inh2: 2; CCHFV vOTU inh: 0; BoNT-A LC inh2: -0.7; PfHsp40 rescue: 0.9

How did CCCc1[nH]nc2c1C(C1CCCCC1)C(C#N)=C(N)O2 (stereo not given) do in these assays?
TcdB inh: -2.8; BoNT-F LC inh: -2; Yp Topo-I inh: 6; PrPC surface inh: -4; FadD28 FP inh: -13; Anthrax LF inh2: -6; CCHFV vOTU inh: 6; BoNT-A LC inh2: -0.1; PfHsp40 rescue: 1.0
